Anesthetic bind = binds horse apoferritin like a general anesthetic; apoferritin/1-aminoanthracene competitive binding, fluorescence; Potency, µM (titrated, usually from 77.5 µM), inactives show at the highest dose activity change, negative = displacement, usual class: inhibitors; hit rate 0.074% among 350,000; further: potency means the concentration at half of the fitted maximal effect; on the % scale 0 is the no-effect control and ±100 the full control effect; nearly all actives have a fitted effect of over 20% in size
Target sequence (P02791 2-175 limits assumed): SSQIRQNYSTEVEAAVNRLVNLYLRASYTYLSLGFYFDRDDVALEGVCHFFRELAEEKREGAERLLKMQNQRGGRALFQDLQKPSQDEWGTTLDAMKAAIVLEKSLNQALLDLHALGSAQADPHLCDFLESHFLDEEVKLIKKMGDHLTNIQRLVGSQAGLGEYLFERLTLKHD
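Horse-spleen apoferritin (10 uM) was mixed with 50% saturated 1-aminoanthracene in PBS, exposed to compounds for 10 min at room temperature, and read for fluorescence (ex 380 nm, em 535 nm). Competitive displacement was fitted with a four-parameter Hill equation.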
POLK inh = inhibitors of human DNA polymerase kappa; Potency, µM (titrated, usually from 107 µM), for inactives: at the highest dose activity, negative = inhibition, actives largely listed as inhibitors; hit rate 0.53% among 400,000; purified Pol kappa, fluorescent DNA synthesis assay, 10 min; Q9UBT6; AID 588579; further: potency means the concentration at half of the fitted maximal effect; on the % scale 0 is the no-effect control and ±100 the full control effect
Target sequence (Q9UBT6 whole entry, looked up): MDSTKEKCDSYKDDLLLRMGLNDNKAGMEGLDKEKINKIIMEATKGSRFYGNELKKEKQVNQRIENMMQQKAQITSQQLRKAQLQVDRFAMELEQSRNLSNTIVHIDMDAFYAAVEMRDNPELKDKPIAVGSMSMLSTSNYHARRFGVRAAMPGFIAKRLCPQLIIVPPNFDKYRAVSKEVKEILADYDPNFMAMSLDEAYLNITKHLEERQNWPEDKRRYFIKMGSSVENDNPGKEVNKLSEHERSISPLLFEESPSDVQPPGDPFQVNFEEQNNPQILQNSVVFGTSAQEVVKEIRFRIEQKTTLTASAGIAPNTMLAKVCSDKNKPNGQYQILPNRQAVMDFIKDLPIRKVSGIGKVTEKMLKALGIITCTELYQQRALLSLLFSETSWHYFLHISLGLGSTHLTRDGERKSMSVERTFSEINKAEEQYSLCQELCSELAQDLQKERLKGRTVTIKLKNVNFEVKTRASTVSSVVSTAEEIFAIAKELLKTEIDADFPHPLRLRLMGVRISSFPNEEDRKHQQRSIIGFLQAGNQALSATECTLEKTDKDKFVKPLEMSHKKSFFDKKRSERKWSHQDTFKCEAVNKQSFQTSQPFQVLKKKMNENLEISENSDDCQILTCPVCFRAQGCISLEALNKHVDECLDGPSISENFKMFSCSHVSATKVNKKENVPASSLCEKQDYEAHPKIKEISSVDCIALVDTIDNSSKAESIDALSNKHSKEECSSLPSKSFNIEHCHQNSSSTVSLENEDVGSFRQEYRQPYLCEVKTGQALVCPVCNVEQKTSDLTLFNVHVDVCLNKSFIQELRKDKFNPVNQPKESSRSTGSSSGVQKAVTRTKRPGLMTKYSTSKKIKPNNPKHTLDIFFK
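Fluorescent qHTS in 1536-well format: enzyme (10 nM) and compound sat 15 min at room temperature before 50 nM substrate (final) was added. Signal taken at 0 and 10 min; no-enzyme buffer wells were negative controls.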
Pol beta inh = DNA polymerase beta (human) inhibition. Pol beta primer extension/strand displacement, fluorescence kinetic. hit rate 1.3% among 340,000. P06746. Potency, µM (highest dose often 114 µM), for the others: at the top dose activity change, negative = inhibition, most hits filed as inhibitors. AID 485314; further: potency means the concentration at half of the fitted maximal effect; on the % scale 0 is the no-effect control and ±100 the full control effect
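Homogeneous kinetic assay of primer extension and strand displacement by 10 nM Pol beta, preincubated 15 min at room temperature with compound before 50 nM substrate (final) was added. Read at 0 and 10 min; four-parameter Hill fit.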
RGS4 inhibitor = inhibitors of human regulator of G protein signaling 4 | P49798 | Potency, µM (titrated, usually from 114 µM), for inactives: at the highest dose activity change, negative = inhibition, usual class: inhibitors | AID 504845 | hit rate 0.039% among 390,000 | Transcreener GDP fluorescence polarization, RGS4-accelerated GTP hydrolysis; further: potency means the concentration at half of the fitted maximal effect; on the % scale 0 is the no-effect control and ±100 the full control effect; nearly all actives have a fitted effect of over 75% in size; some results filed as inactive show a strong effect at the top dose
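MLSMR compounds (23 nl, pin-transferred) preincubated 10 min at room temperature with a 500nM (2x) first reagent, then RGS4 at 900nM (2x) plus Transcreener GDP mix added; fluorescence polarization (620/688 nm) read before and after 90 min at 30 °C.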
APE1 inh = APE1 (human) endonuclease inhibition. P27695. recombinant APE1, TAMRA/BHQ-2 abasic DNA cleavage fluorescence. Potency, µM (top dose mostly 65.8 µM), inactives show at the highest dose activity change, negative = inhibition, hits mostly inhibitors. hit rate 0.35% among 350,000. AID 2517;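 further: potency means the concentration at half of the fitted maximal effect; plate controls were vehicle for no effect and reference inhibitor for full effect; nearly all actives have a fitted effect of over 55% in size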
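Enzyme (0.75 nM final) and test compound are incubated 15 min at room temperature before adding 50 nM quenched THF abasic-site duplex. Cleavage dequenches TAMRA, followed at 525/598 nm over three reads one minute apart.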
ALOX12 inh = inhibitors of human 12S-lipoxygenase ALOX12 | P18054 | purified 12hLO, xylenol orange hydroperoxide absorbance | Potency, µM (series often up to 108 µM), for the others: top-dose activity change, negative = inhibition, most hits filed as inhibitors | hit rate 1.1% among 580,000 | AID 1671190; further: potency means the concentration at half of the fitted maximal effect; on the % scale 0 is the no-effect control and ±100 the full control effect
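Purified human 12hLO at 150 nM in 25 mM Hepes, 0.01% Triton X-100, pH 7.0, preincubated 15 min at room temperature with compound. Reaction started with 40 uM arachidonic acid, 30 min at room temperature. Hydroperoxide measured by Fe-xylenol orange, 573/405 nm absorbance ratio.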
ERG-DNA inh = ERG Ets/DNA interaction inhibition | P11308 | fluorescence polarization, His-ERG Ets domain / labelled DNA | Potency, µM (highest dose often 76.9 µM), without a hit: at the top dose FP activity, negative = inhibition, usual class: inhibitors | hit rate 0.028% among 370,000; active means well fitted inhibition curve with a large enough effect in the polarisation, with a control signal flat; inconclusive means small, poorly fitted or top-dose-only effect, or effect the other way, or a change in a side signal; inactive means no such curve, though single readings can be large or run the other way; the % refers to the polarisation;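 further: polarization taken with two DNA probes labelled with fluorescein and Texas red; potency means the concentration at half of the fitted maximal effect; % of control where 0% means no effect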
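His-tagged ERG Ets domain (1 uM in the protein solution; 300mM KCl, 50mM Tris-HCl, 1mM EDTA, 1mM DTT, pH 7.5) received compound, then a probe mix of 5 nM fluorescein-DNA and 100nM Texas-615-DNA. Fluorescence polarization was read for both dyes.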
POLH inh = blocks human DNA polymerase eta activity | Q9Y253 | recombinant Pol eta, fluorescent DNA replication assay | Potency, µM (top dose mostly 114 µM), without a hit: at the highest dose activity change, negative = inhibition, actives largely listed as inhibitors | hit rate 1.2% among 390,000 | AID 588591; further: potency means the concentration at half of the fitted maximal effect; on the % scale 0 is the no-effect control and ±100 the full control effect
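Pol eta (10 nM) was preincubated with compounds for 15 min at room temperature, after which fluorescent replication substrate (50 nM final) was added to start the reaction. Fluorescence was read kinetically at 0 and 10 min.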
LDHA inh = inhibitors of human lactate dehydrogenase A. hit rate 0.15% among 480,000. activity change, % (values are at about 110 or 230 µM). purified LDHA, NADH/diaphorase-resazurin fluorescence; hits give low values. P00338; in the data active means activity change below about -30%; inconclusive means mostly about -25% to -30%;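 further: plate controls were DMSO wells for no effect and wells without enzyme for full effect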
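Remaining NADH was detected by diaphorase (0.133 mg/mL) converting 37 µM resazurin to fluorescent resorufin, read at 0 and 20 minutes. The preceding 5-minute room-temperature reaction used 2 nM LDHA, 0.2 mM sodium pyruvate and 0.06 mM NADH at pH 7.4.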
Numbers without * were called inactive; ? = inconclusive; . = no result given; & = joins results of further samples; [ ] = dose if it differs, or a comment. Unless noted, the call rests on the fitted dose curve; in most records, active means well fitted curve in the direction sought with a large enough effect; inconclusive means small, poorly fitted or top-dose-only effect, or another doubt; inactive means no such curve, though single readings can be large; an effect the other way counts as inactive or inconclusive.

SMILES	Anesthetic bind	POLK inh	Pol beta inh	RGS4 inhibitor	APE1 inh	ALOX12 inh	ERG-DNA inh	POLH inh	LDHA inh
Cc1ccc(S(=O)(=O)N2CCNC(=O)C2)c(C)c1	.	-7%	.	22%	14%	15%	-2%	2%	-3
CCCCCCCCCCCCCCC(F)C(=O)O (stereo not given)	-7%	3%[19.4 µM]	.	?	0%&-1%	9%[12.5 µM]	.	.	.
Cc1cc(C)c(NC(=O)Cn2nnc(C(=O)NCCc3ccccc3)c2N)c(C)c1	4%	-6%	0%	-26%	39%[activator]	.	-1%	-10%	-5
COCCCNC(=O)Cn1cnc2sc(C)c(S(=O)(=O)N3CCN(c4ccccc4OC)CC3)c2c1=O	1%&-6%	-5%&-18%	?	19%&6%	11%[12.4 µM]	15%&4%	3%&1%	-3%&-13%	-6&-6
CN1CCN(C/C(=C2/N=C(c3ccccc3)OC2=O)N(C)C)CC1	-5%	-8%	4%	-3%	5%	-17%	-19%	-16%	4
COc1cc2c(cc1OC)C(NNC(=O)c1ccc(Br)o1)=NC(C)(C)C2	-12%	-13%	2%	11%	3%	6%	10%	-20%	-16
COc1ccccc1C(=O)NC(=O)COC(=O)c1cccc(C)c1O	.	-3%	.	0%	0%	-21%	7%	-19%	-1
CCc1ccc(NC(=O)Cn2c(=O)n(Cc3ccc4c(c3)OCO4)c(=O)c3oc4ccccc4c32)cc1	-10%	-3%	-1%	-10%	.	-2%	-3%	10%	2
COCC(O)CSc1c([N+](=O)[O-])nc(C)n1Cc1ccc(OC)c([N+](=O)[O-])c1 (stereo not given)	0%	4%	2%	15%	4%	2%	8%	-16%	-4
CCN1CCCC1CNC(=O)c1cn(C)c2ccc(S(=O)(=O)N3CCCCCC3)cc2c1=O (stereo not given)	-21%	-8%	4%	30%	0%	1%	-7%	2%	-3
O=C(COc1ccccc1C(=O)O)Nc1nc2ccc([N+](=O)[O-])cc2s1	-8%	-23%	9%	16%	0%	-3%	1%	-8%	-2
Cc1ccc(CN(C(=O)c2ccco2)C(C(=O)NC2CCCC2)c2cccnc2)cc1 (stereo not given)	-6%	-2%	-1%	1%	-4%	8%	0%	-15%	-7
CC(C)C(NS(=O)(=O)c1cccc2nsnc12)C(=O)NC1CCCCC1 (stereo not given)	-5%	-8%	9%	23%	-12%	-2%	4%	0%	-6
CNC(=S)N/N=C/c1cn(Cc2ccc(F)cc2)c2ccccc12	-7%	2%	24%	7%	-2%	28µM*	2%	-25%	1
Cc1nc(C(C)N(C)Cc2nc(-c3ccc4c(c3)OCO4)no2)c(C)s1 (stereo not given)	-13%	1%	6%	10%	0%	-5%	-2%	-9%	3
Cn1c(=O)c2c(-c3ccccc3)n(-c3cccc(C#N)c3)cc2n(C)c1=O	-2%	9%	24%	-1%	.	-25%	1%	-2%	-10
CCCn1c(SCC(=O)c2cc(C)c(C)cc2C)n[nH]c1=O	-22%	5%	3%	-34%	-2%	0%	7%	4%	-6
CCn1nc(C)c2c(-c3ccccc3)cc(=O)n(C(C)C(=O)Nc3cc(C)ccc3C)c21 (stereo not given)	-6%	1%	-1%	28%	.	-27%	12%	-2%	-8
O=C(c1cccs1)N1CCN(c2ncccn2)CC1	0%	-13%	-1%	-9%	4%	5%	2%	-9%	-6
CSC1=NCCN1C(=O)c1ccco1	-8%	2%	44%[activator]	-17%	-1%	6%	-5%	-3%	-1
Cc1ccc(-c2noc(CSc3nnc(C)n3-c3ccc(C)c(C)c3)n2)cc1	-11%	-1%	-5%	-20%	.	-16%	2%	-25%	-3
Cc1noc(/C=C/N(C)C)c1S(=O)(=O)N1CCCC(C(=O)Nc2ccc(F)cc2F)C1 (stereo not given)	-19%&-5%	-7%&-33%	10%&3%	8%&-8%	11%	?	6%&-3%	-14%&-12%	-3&0
Cc1ccc(N(C(=O)c2csnn2)C(C(=O)NC(C)(C)C)c2cccs2)cc1 (stereo not given)	-8%	-5%[60.1 µM]	-2%	-11%	-2%	15%	.	-4%	1
C#CC(C)(CC)NC(=O)Cn1nnc(-c2cccc(C(F)(F)F)c2)n1 (stereo not given)	?	-13%	5%	17%	-5%	-4%	10%	-3%	2
Cc1ccn2c(C=O)c(-c3ccc(F)cc3)c(C=O)c2c1	-23%	-4%	-12%	-2%	-8%	?	30%[activator]	5%	2
COc1ccccc1C(=O)c1c(C)c(CCC#N)n2ccccc12	-9%	-10%	33%	-7%	-1%	-11%	-12%	-8%	-5
Cc1ccccc1NC(=O)Nc1ccccc1C(N)=O	-7%	5%	-16%	3%[11.4 µM]	4%	-2%	-13%	9%	0
CCCSc1nnc2nc3c(nn12)c1ccccc1n3C	-5%	-11%	-5%	4%	-5%	-15%	3%	-20%	-5
Cc1nc(Nc2cnc(/C=C/c3cc(C(=O)Nc4cccc(C(F)(F)F)c4)ccc3C)cn2)cc(N2CCNCC2)n1	4%	-5%	40µM*	?	?	.	-8%	40µM*	1
Cc1cccc(NC(=O)c2cc(S(=O)(=O)N3CCCC3)cn2C)c1	-8%	-16%	4%	-11%	25%	48%[activator]	-6%	-14%	-6

3 structures from above, arranged by heavy-atom count, rising:
SMILES	Anesthetic bind	POLK inh	Pol beta inh	RGS4 inhibitor	APE1 inh	ALOX12 inh	ERG-DNA inh	POLH inh	LDHA inh
CCCSc1nnc2nc3c(nn12)c1ccccc1n3C	-5%	-11%	-5%	4%	-5%	-15%	3%	-20%	-5
Cc1cccc(NC(=O)c2cc(S(=O)(=O)N3CCCC3)cn2C)c1	-8%	-16%	4%	-11%	25%	48%[activator]	-6%	-14%	-6
Cc1ccc(-c2noc(CSc3nnc(C)n3-c3ccc(C)c(C)c3)n2)cc1	-11%	-1%	-5%	-20%	.	-16%	2%	-25%	-3

(cont.)
SMILES	Anesthetic bind	POLK inh	Pol beta inh	RGS4 inhibitor	APE1 inh	ALOX12 inh	ERG-DNA inh	POLH inh	LDHA inh
COC(=O)C1C(=O)NC(SC)=C(C#N)C1c1ccccc1F (stereo not given)	3%	-9%	-18%	1%	-1%	14%	1%	-2%	-8
Cc1ccccc1N1CCN(Cc2c(C#N)c3ccccc3n2C)CC1	-6%	9%	2%	-22%	4%	8%	-2%	-16%	2
COc1ccc(Cl)cc1NC(=O)CSc1c2c(nc3ccccc13)CCC2	?	-20%	?	0%	.	1%	-1%	-16%	11
CCOc1ccc(NC(=O)CN(C)C(=O)C(C)Oc2ccc(Cl)cc2)cc1OCC (stereo not given)	.	-16%	.	7%	.	-8%	54%[activator]	-6%	-2
COc1cc(C(Nc2ccc3c(c2)OCO3)C(=O)NC2CCCCC2)cc(OC)c1OC (stereo not given)	-16%	-5%	-25%	-37%	1%	?	3%	4%	21
Cc1cc(C)c2c(N)c(C(=O)NN3CC(=O)N(c4ccccc4F)CC3=O)sc2n1	398%[activator]	1%	-11%	-12%	0%	-4%	10%	-14%	-3
O=C(NCCc1ccccc1F)C1CCC(=O)N(Cc2ccc(Cl)cc2)C1 (stereo not given)	6%	-9%	8%	26%	-8%	-26%	14%	7%	-1
CSc1ccc(CNC(=O)c2ccc(NC(=O)C3=CSCCO3)cc2)cc1	-3%	2%	-20%	-30%[56.9 µM]	61%[activator]	2%	12%	-7%	-1
CCOC(=O)C1=CN(Cc2cccc(-c3cccnc3)c2)S(=O)(=O)N(CC)C1C (stereo not given)	.	-7%	.	-2%	-8%	5%	2%	-18%	-1
Fc1ccccc1CNc1ncnc2sccc12	-20%	-6%	42%	-14%	-6%	12%	2%	?	-9
CC(C)n1c(SCc2cc(=O)[nH]c3ccccc23)nc2c1c(=O)n(C)c(=O)n2C	-8%	-7%	2%	0%	-3%	13%	.	-1%	-13
CCOc1ccc(NC(=O)CCN2C(=O)c3ccccc3C2=O)cc1	-12%	-1%	37%	16%	11%	63%[activator]	3%	2%	-8
CCC(CC)NC(=O)Cc1ccc(F)cc1	-3%	0%	-3%	14%	1%	-8%	-2%	-29%	-5
O=C(CSc1nccn1Cc1ccc(Cl)cc1)Nc1ccc2c(c1)OCO2	?	-2%[60.1 µM]	0%	5%	.	?	3%	-14%	-6
O=C(c1ccc(CS(=O)(=O)Cc2ccc(Cl)cc2)o1)N1CCCC1	-8%	-11%	5%	22%	-5%	4%	-2%	-1%	0
CCC(=O)N1CCC2(CC1)Oc1ccc(F)cc1C(=O)C21CC(c2ccccc2)=NO1 (stereo not given)	?	0%	-20%	-13%	1%	-3%	-1%	-20%	-6
CC1(C)Cc2c(sc(NC(=O)C(=O)N3CCN(CCO)CC3)c2C(N)=O)CO1	-4%	-8%	52%	-5%	-2%	22%	-4%	-13%	2
O=C(CNC(=O)c1cccs1)N/N=C/c1c(F)cccc1Cl	?	-7%	45%	0%	-18%	-14%	-5%	-4%	-2
NC(=O)COC(=O)CNC(=O)c1ccc(Cl)cc1	-5%	-8%	-1%	-9%[56.9 µM]	-2%	-24%	9%	-1%	-6
Cc1cc(N2CCN(c3cccc(C(F)(F)F)c3)CC2)n2nc(-c3ccccc3)nc2n1	-12%	9%	24%	4%	.	-11%	8%	-6%	-2

Bioassay records: PubChem, National Center for Advancing Translational Sciences (NCATS)

This is a subset; rates above refer to the full screens.
